# Bioassay records (PubChem BioAssay)
# SMN2 splice up – SMN2 splice variant enhancement; Potency, µM (doses to about 46.1 µM), inactives show at the top dose activity change, positive = activation, actives largely listed as activators; hit rate 2.8% among 210,000; HEK293 SMN2-luciferase splicing reporter, luminescence, 30-36 h; note: % of control where 0% means no effect; nearly all actives have a fitted effect of over 55% in size
#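 HEK293 cells carry an SMN2 minigene-luciferase reporter in which exon 7 inclusion puts luciferase in frame. Cells were seeded at 2000 cells/well, attached for 10-12 hours, then exposed to compounds for 30-36 hours at 37C before ONE-Glo luminescence.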
# NPSR antagonist – neuropeptide S receptor (human) antagonism, cAMP; CHO-NPSR cells, cAMP TR-FRET, antagonist mode; Potency, µM (titrated, usually from 38.3 µM), for inactives: top-dose activity change, negative = inhibition, most hits filed as inhibitors; hit rate 1% among 220,000; note: % is set by controls: 0 for no effect and ±100 for the full control effect; nearly all actives have a fitted effect of over 50% in size; many of its hits are not listed in these tables
# Target sequence (Q6W5P4 whole entry, looked up): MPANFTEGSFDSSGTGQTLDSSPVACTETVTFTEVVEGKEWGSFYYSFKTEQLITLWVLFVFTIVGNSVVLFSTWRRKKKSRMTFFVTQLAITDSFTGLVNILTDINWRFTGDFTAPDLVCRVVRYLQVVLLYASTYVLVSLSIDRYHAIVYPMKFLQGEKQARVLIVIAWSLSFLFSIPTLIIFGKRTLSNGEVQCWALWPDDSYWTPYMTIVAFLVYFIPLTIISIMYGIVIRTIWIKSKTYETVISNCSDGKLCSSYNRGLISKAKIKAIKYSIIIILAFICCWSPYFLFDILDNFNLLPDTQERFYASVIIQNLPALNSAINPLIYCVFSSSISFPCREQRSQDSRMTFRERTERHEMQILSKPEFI
# RGS12 GoLoco inh – blocks human Gai1 binding to RGS12 GoLoco peptide, red readout; P63096; Gai1:RGS12 GoLoco peptide FP, rhodamine, 10 min; Potency, µM (top dose mostly 61.6 µM), for the others: top-dose activity, negative = inhibition, most hits filed as inhibitors; hit rate 0.44% among 230,000; active = well fitted inhibition curve with a large enough effect, not every such curve was filed as active; inactive = no such curve, though single readings can be large or run the other way; note: % is set by controls: 0 for no effect and ±100 for the full control effect; nearly all actives have a fitted effect of over 30% in size; many of its hits are not listed in these tables
# Target sequence (P63096 whole entry, looked up): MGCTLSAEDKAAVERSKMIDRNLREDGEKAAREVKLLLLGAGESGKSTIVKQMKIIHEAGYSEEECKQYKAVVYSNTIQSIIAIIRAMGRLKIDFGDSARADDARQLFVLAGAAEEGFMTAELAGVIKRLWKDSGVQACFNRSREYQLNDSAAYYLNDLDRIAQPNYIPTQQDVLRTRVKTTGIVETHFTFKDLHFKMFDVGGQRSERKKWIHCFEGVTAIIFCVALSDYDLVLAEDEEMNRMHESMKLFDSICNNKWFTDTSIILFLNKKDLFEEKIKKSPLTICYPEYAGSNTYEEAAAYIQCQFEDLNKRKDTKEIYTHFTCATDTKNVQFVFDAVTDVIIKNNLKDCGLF
# Luc counter – Kinase-Glo luciferase inhibition (counter-screen); Kinase-Glo luciferase, ATP luminescence, 8 min; Potency, µM (highest dose often 38.3 µM), inactives show at the highest dose activity change, negative = inhibition, most hits filed as inhibitors; hit rate 0.28% among 200,000; AID 1379; note: % is set by controls: 0 for no effect and ±100 for the full control effect; nearly all actives have a fitted effect of over 60% in size
#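 Inhibition of Kinase-Glo luciferase light generation was assessed at 10 uM ATP in pH 7.2 imidazole buffer, with luminescence measured after eight minutes at ambient temperature.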
# RECQ1 inh – inhibitors of human RECQ1 DNA helicase; P46063; RECQ1 DNA unwinding, red fluorescence kinetic read; Potency, µM (highest dose often 57.3 µM), for the others: at the highest dose activity, negative = inhibition, hits mostly inhibitors; hit rate 0.54% among 240,000;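 note: plate controls were vehicle for no effect and no enzyme for full effect; nearly all actives have a fitted effect of over 30% in size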
#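 RECQ1T1 50 nM; forked duplex (20 bp + 30-nt ss tails) 200 nM, ATP 2 mM final; pH 8.0, 2 mM MgCl2, 2.5 ug/ml poly(dI-dC); 15 min compound preincubation; discontinuous kinetic read over 2 h at RT.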
# Epigenetic derep – derepresses silenced GFP reporter in murine cells; murine LDR cells, GFP reporter derepression, 30 h; Potency, µM (series often up to 53.9 µM), for the others: at the highest dose GFP activation, actives largely listed as activators; hit rate 0.2% among 280,000; AID 1865; note: % of control where 0% means no effect; nearly all actives have a fitted effect of over 60% in size
#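 Derepression of a silenced CMV-GFP reporter in murine LDR cells is scored by enumerating GFP-positive cells with a laser-scanning microplate cytometer after 30 hours of treatment at 37 C.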
# JMJD2E inh – inhibitors of human JMJD2E histone demethylase. Potency, µM (top dose mostly 57.1 µM), for the others: top-dose activity change, negative = inhibition, most hits filed as inhibitors. AID 2147. JMJD2E catalytic domain, FDH-coupled NADH fluorescence (FDH is formaldehyde dehydrogenase). hit rate 1.6% among 230,000; active = well fitted inhibition curve with a large enough effect, not every such curve was filed as active; inconclusive = small, poorly fitted or top-dose-only effect, or another doubt; inactive = no such curve, though single readings can be large or run the other way;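 note: 0% = wells with enzyme and -100% = buffer wells without enzyme; nearly all actives have a fitted effect of over 50% in size; many of its hits are not listed in these tables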
# Target sequence (B2RXH2 1-337 limits assumed): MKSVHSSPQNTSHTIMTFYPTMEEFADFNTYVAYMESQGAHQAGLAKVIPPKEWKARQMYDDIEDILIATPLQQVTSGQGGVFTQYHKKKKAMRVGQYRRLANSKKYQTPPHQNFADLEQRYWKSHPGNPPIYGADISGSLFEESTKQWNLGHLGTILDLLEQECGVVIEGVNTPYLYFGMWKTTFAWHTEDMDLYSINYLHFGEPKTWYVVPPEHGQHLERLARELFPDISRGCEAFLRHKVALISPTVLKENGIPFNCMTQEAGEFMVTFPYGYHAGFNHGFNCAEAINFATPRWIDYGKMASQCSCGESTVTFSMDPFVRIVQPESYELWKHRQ
# IMPase Li inh – membrane-permeable IMPase blocker, potentiated with lithium; CHO-M1 cells, IP1 TR-FRET (IP-One), carbachol + lithium; Potency, µM (doses to about 59.4 µM), without a hit: at the top dose activity, negative = IMPase inhibition, usual class: inhibitors; hit rate 0.35% among 210,000; AID 1457;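 note: IP1 builds up when IMPase is blocked and the TR-FRET signal falls; plate controls were basal vehicle for no effect and high inhibitor control for full effect; nearly all actives have a fitted effect of over 50% in size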
#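 Test compounds were applied to CHO-M1 cells previously cultured for 16–30 h at 2000 per well. A small lithium amount accompanied them; after 30 min at 37C, IP1 was quantified by TR-FRET.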
# * hit, by the source's call; i = inactive; ? = inconclusive; . = no result given; & = joins results of further samples; [ ] = another dose, or the depositor's remark. Unless noted, calls come from the whole dose curve; as a rule, active = well fitted curve in the direction sought with a large enough effect; inconclusive = small, poorly fitted or top-dose-only effect, or another doubt; inactive = no such curve, though single readings can be large; an effect the other way counts as inactive or inconclusive. Potency is the fitted concentration of half-maximal effect. These rows are one share of the data (hit frequency here may not be typical).
# A first look:
SMILES,SMN2 splice up,NPSR antagonist,RGS12 GoLoco inh,Luc counter,RECQ1 inh,Epigenetic derep,JMJD2E inh,IMPase Li inh
CC(=O)NCCOc1c(C)cc(S(N)(=O)=O)cc1C,5%,12%[46.1 µM],10%,-2%,i,0.9%,2%,31%[38.3 µM]
Cc1ccc(CNc2ccc3c(c2)ncn3C)cc1,18µM*,-15%[46.1 µM],4%,-2%,-8%,-1.1%,?,28%[38.3 µM]

# The list itself, from the start:
SMILES,SMN2 splice up,NPSR antagonist,RGS12 GoLoco inh,Luc counter,RECQ1 inh,Epigenetic derep,JMJD2E inh,IMPase Li inh
CC(=O)NCCOc1c(C)cc(S(N)(=O)=O)cc1C,5%,12%[46.1 µM],10%,-2%,i,0.9%,2%,31%[38.3 µM]
Cc1ccc(CNc2ccc3c(c2)ncn3C)cc1,18µM*,-15%[46.1 µM],4%,-2%,-8%,-1.1%,?,28%[38.3 µM]
O=C(Nc1cc(S(=O)(=O)N2CCOCC2)ccc1O)c1ccco1,-9%,2%[46.1 µM],-3%,-1%,-7%,0.0%,-6%,-3%[38.3 µM]
COc1ccccc1N1CCN(C(=O)c2cc(-c3ccc(Br)cc3)on2)CC1,-1%,-15%[46.1 µM],0%,3%,-9%,0.0%,-11%,13%[38.3 µM]
CCOc1ccccc1NC(=O)CCC(=O)Nc1ccc2nc(N3CCN(C)CC3)cc(C)c2c1,-2%,-12%[46.1 µM],13%,-6%,6%,-1.1%,?,8%[38.3 µM]
Cc1cc(-n2c(C)cc(C(=O)CSc3nc4ccccc4c(=O)n3Cc3ccco3)c2C)no1,-15%,23%[46.1 µM],4%,-1%,7%,0.0%,19%,11%[38.3 µM]
CCOc1ccc(N(CC)C(=O)CCNC(=O)Cn2ccc3ccccc3c2=O)cc1,-9%,-4%[46.1 µM],-9%,6%,-4%,-1.5%,-7%,-2%[38.3 µM]
NC(N)=NCCNS(=O)(=O)c1cccc2cnccc12,0%,.,6%,.,-1%,0.0%,.,-4%
COc1ccc(CN2C3CCCC2CC(NC(=O)/C=C/c2ccccc2)C3)cc1 (stereo not given),-11%,-15%,3%,-1%,-6%,-2.1%,8%,27%
CNc1ccccc1C(C)(C)c1ccn[nH]1,-5%,12%,19%,3%,i,1.3%,9%,1%
O=C(OC1CCOC1=O)c1cc(-c2cccs2)nc2ccccc12 (stereo not given),-18%,-39%,1%,-1%,-3%,6.2%,?,?
CC1(C)CC(=O)C(c2c[nH]c3ccccc23)C(=O)C1,.,-14%,-7%,3%,i,6.3%,7%,8%
CCCCCCCc1c(C#N)c(N)[nH]c(=S)c1C#N,.,-25%,-2%,.,0%,1.1%,-1%,.
O=C(c1ccc2ccccc2c1)C1CCCN(C(=O)c2noc3c2CCCC3)C1 (stereo not given),-13%,-8%,4%,-1%,i,3.2%,7%,24%
C#CCSc1ncc(-c2ccccc2)cn1,3%,2%,5%,-4%,-4%,-0.3%,-2%,8%
COc1ccc(C2NC(=O)C(C)S2)cc1 (stereo not given),26%,1%[46.1 µM],2%,-3%,-12%,4.1%,-3%,20%[38.3 µM]
Cc1ccc(C(=O)OCC(=O)c2c[nH]c3ccccc23)cc1,9%,8%,11%,-1%,-1%,-0.9%,15%,6%
CC(C)NC(=O)NC(=O)COC(=O)c1ccc([N+](=O)[O-])cc1Cl,0%,-5%,-12%,-2%,i,-0.1%,10%,5%
COc1ccc(C(=O)Nc2nc(C)c(C)s2)cc1OC,?,-13%[46.1 µM],-1%,6%,-15%,0.0%,-6%,-14%[38.3 µM]
CCC(=O)c1ccc(N2CCN(S(=O)(=O)c3ccccc3)CC2)c(F)c1,.,11%,7%,0%,i,-1.0%,-9%,12%
CCOc1ccc(C(=O)NCC(=O)OCc2cc(C(C)=O)ccc2OC)cc1,-9%,4%,4%,0%,i,-1.0%,-2%,4%
CCc1ncc(CO)n1Cc1cccc2ccccc12,-6%[9.22 µM],.,5%[14.2 µM],-2%[7.66 µM],.,.,.,1%
COC(=O)C1=C(C)NC(=O)NC1c1ccc(N2CCC(c3ccccc3)=N2)cc1 (stereo not given),.,37%,2%,.,-12%,-0.1%,?,-11%
CCOc1ccc(N(CC(=O)OC)S(=O)(=O)c2c(C)noc2C)cc1,-8%,-1%[46.1 µM],6%,-2%,-7%,1.9%,2%,8%[38.3 µM]
O=C(c1cnccn1)N1CCN(c2ccccc2)CC1,-10%,3%[46.1 µM],0%,-2%,i,-0.9%,3%,8%[38.3 µM]
COC1CC(C)NC(=S)N1 (stereo not given),.,-5%[7.67 µM],-3%,.,i,-2.2%,4%,.
O=C(N/N=C/c1ccc2c(c1)OCO2)C1COc2ccccc2O1 (stereo not given),13%,-17%[46.1 µM],-10%,-1%,i,0.9%,-26%,-14%[38.3 µM]
COc1cccc([C@@H]2Oc3ccc(Br)cc3C(=O)[C@H]2OC(=O)Nc2ccc(OC(F)F)cc2)c1,17%,.,-8%,-1%,-6%,0.0%,-16%,21%
CC(=O)OC(C)(C)C#CCN1CCCC1,-4%,-1%[46.1 µM],3%,17%,-2%,-2.3%,-4%,20%[38.3 µM]
O=C(CCC1CCCN(c2ncccn2)C1)NCc1ccc(F)c(F)c1 (stereo not given),.,14%,-2%,0%,14%,0.4%,-11%,6%
O=c1[nH]c(CSc2ncc(-c3ccc(F)cc3)n2Cc2ccco2)nc2ccccc12,-49%,-19%[46.1 µM],8%,0%,i,-10%,-1%,24%[38.3 µM]
N#CCc1ccc(OC(=O)c2cccnc2)cc1,.,-12%,2%,.,4%,2.5%,0%,.
CC(C)CC(=O)Nc1nc2ccc(S(C)(=O)=O)cc2s1,18%,6%,1%,3%,-2%,4.6%,-2%,14%
CCCn1c(N)c(C(=O)CSc2nnc(Cc3ccccc3)o2)c(=O)n(C)c1=O,-108%[inhibitor],-11%[46.1 µM],5%,2%,11%,17%,1%,26%
CCn1ccnc1CN1CCC(CO)(CCOc2ccccc2)CC1,.,-23%,0%,.,i,-2.4%,-3%,14%
O=C(c1ccco1)N1CCC[C@@]2(CCN(c3ccncc3)C2)C1,-13%,.,1%,-3%,-6%,.,.,15%
C/C=C(\C)C(=O)O[C@H]1C[C@@]2(C)CCC(C(C)C)C2(O)CC[C@@]1(C)O (stereo not given in full),-11%,.,4%,-1%,i,-1.1%,18%,11%
CC(=O)N1CSCC1C(=O)NNS(=O)(=O)c1cccc(C(F)(F)F)c1 (stereo not given),.,1%[7.67 µM],7%,.,i,1.1%,2%,.
Cc1ccc(C)c(S(=O)(=O)NCC(=O)NCc2ccco2)c1,-1%,2%,9%,-3%,-3%,1.1%,6%,18%
COc1ccc(S(=O)(=O)NCc2ccncc2)cc1OC,-47%[inhibitor],-6%[46.1 µM],-3%,0%,i,-3.1%,9%,16%[38.3 µM]
COC(=O)C1=C(C(=O)OC)[C@@H]2N(Cc3ccccc3)c3ccccc3[C@@]23C[C@@H](C(=O)OC)N(C(=O)COCc2ccccc2)C3=N1,-9%[9.22 µM],-21%,9%[14.2 µM],1%[7.66 µM],-17%[11.5 µM],-4.5%,7%[11.4 µM],1%
CCOC(=O)CSc1cn2c(n1)CCC2,5%,7%[46.1 µM],-10%,1%,-7%,0.0%,0%,1%
O=C(CSc1nnnn1C1CCCCC1)Nc1nc2c(s1)CCCC2,-7%,-23%[46.1 µM],2%,3%,i,0.0%,-6%,-11%[38.3 µM]
COc1cc(NC(=O)Cc2c(C(=O)O)[nH]c3ccccc23)cc(OC)c1OC,-8%,-1%[46.1 µM],-14%,1%,-18%,2.1%,3%,-8%[38.3 µM]
O=C(CSc1ccccc1)N1CCN(c2ccccc2)CC1,?,-1%[46.1 µM],-4%,1%,1%,1.7%,-10%,1%
COCCNC(=O)Cn1nc(C(F)(F)F)c(Br)c1C,-6%,-7%[46.1 µM],3%,4%,-7%,-6.3%,0%,27%[38.3 µM]
C=CC1=C2C=C(C3CC3)N(CCOC)C=C2C(=O)C(C)(OC(=O)c2ccco2)C1=O (stereo not given),11%[9.22 µM],.,-1%[14.2 µM],-1%[7.66 µM],12%[11.5 µM],.,-23%[11.4 µM],-4%
Cc1nnnn1/C(=C\c1ccccc1)C(=O)OCC(=O)N1CC2(C)CC1CC(C)(C)C2 (stereo not given),-10%,?,-13%,2%,5%,0.1%,-11%,12%
O=C(Nc1ccc2ccccc2c1)N1CCCN(CCOc2ccccc2)CC1,.,16%,-3%,.,-8%,4.6%,?,.
COc1cccc(CNCC(O)(c2ccc(Cl)cc2)c2ccc(Cl)cc2)c1,-33%[inhibitor],?,3%,-2%,-14%,0.0%,2%,18%[38.3 µM]
# Following part.
SMILES,SMN2 splice up,NPSR antagonist,RGS12 GoLoco inh,Luc counter,RECQ1 inh,Epigenetic derep,JMJD2E inh,IMPase Li inh
CCCc1nnc(SCC(=O)N2CCCCC2)n1CCCOC,-10%,-5%[46.1 µM],1%,-1%,i,0.0%,1%,1%[38.3 µM]
CCOc1ccc(-c2nc[nH]c2[N+](=O)[O-])cc1,9%,1%,23%,0%,i,-0.2%,1%,5%
COc1ccc(C=O)cc1COc1ccc(C)cc1[N+](=O)[O-],-19%,-10%[46.1 µM],37%[activator],-3%,-4%,-2.4%,4%,8%[38.3 µM]
Cc1ccc(C)c(NC(=O)Cn2c(=O)n(-c3ccc(CC(=O)NCC4CCCO4)cc3)c(=O)c3ccccc32)c1 (stereo not given),3%&-1%,10%,21%,0%,-14%,1.3%&-0.7%,?,2%
N#CCOc1nc(N2CCCC2)nc(N2CCCC2)n1,-10%,-10%[46.1 µM],14%,7%,-7%,9.7%,1%,-7%[38.3 µM]
CCOC(=O)C1CCCN(C(=O)c2ccccc2SCCOC)C1 (stereo not given),-14%,?,-2%,0%,-7%,-2.0%,3%,-6%[38.3 µM]
CN1Cc2cc(C(=O)c3ccccc3O)cnc2NC1=O,-4%,-10%[46.1 µM],5%,1%,-3%,-0.9%,2%,2%[38.3 µM]
Cc1ccc2cc(CCNC(=O)c3cc4ccccc4o3)c(=O)[nH]c2c1C,-49%[inhibitor],-12%,0%,1%,i,0.7%,?,16%
CCCCn1nnnc1NCc1ccc(C)s1,26%,0%,-19%,1%,0%,-0.1%,0%,4%
CCC(C)(C)NC(=O)C(c1cccs1)N(CC1CCCO1)C(=O)Cn1nnc2ccccc21 (stereo not given),5%,3%[46.1 µM],8%,-3%,3%,-1.0%,0%,0%[38.3 µM]
